SUMO1 PPI mod – alters human SUMO1 binding to SIM partners. SUMO1 binding to a labelled peptide, TR-FRET, 1 h. inhibition, % at 20 µM. hit rate 0.33% among 360,000. AID 602429; in the data active = inhibition above about 37%
Target sequence (P63165 whole entry, looked up): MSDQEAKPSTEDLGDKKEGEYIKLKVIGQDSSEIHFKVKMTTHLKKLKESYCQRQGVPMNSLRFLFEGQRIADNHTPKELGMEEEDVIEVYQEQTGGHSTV
Scp-1 inhibitor – inhibitors of human Scp-1 phosphatase | hit rate 0.88% among 340,000 | Q9GZU7 | AID 493091 | Recombinant Scp1, phosphopeptide, malachite green phosphate absorbance | inhibition, % at 20 µM;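 active = inhibition above about 50% at 20 µM, limit read from the data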;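 note: plate controls were DMSO wells with enzyme for no effect and wells lacking enzyme for full effect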
Target sequence (Q9GZU7 76-261 limits assumed): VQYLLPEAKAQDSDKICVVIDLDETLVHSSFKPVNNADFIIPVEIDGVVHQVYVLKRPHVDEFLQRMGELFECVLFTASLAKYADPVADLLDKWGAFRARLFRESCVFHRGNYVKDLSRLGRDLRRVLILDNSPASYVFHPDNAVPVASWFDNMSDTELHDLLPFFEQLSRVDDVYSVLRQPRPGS
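Test system: SCP-1 catalytic domain; Buffer or medium: Acidic Tris acetate buffer with magnesium and detergent; Also added: Phosphorylated 17-residue peptide substrate; Compound: single 20 µM dose, 1% DMSO; Schedule: enzyme reaction 45 min at room temperature, colour 5 min, stabilisation 30 min; Signal: Phosphate-binding colour reagent, absorbance read at 630 nm.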
bovine MsrA act – activators of bovine methionine sulfoxide reductase A | hit rate 0.3% among 360,000 | activation, % at 10.6 µM | AID 602163 | purified bovine MsrA, absorbance read-out; in the data active = activation above about 7.5%;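 note: 0% = vehicle and 100% = reference activator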
STEP inh – inhibitors of human striatal-enriched phosphatase STEP; P54829; recombinant STEP, OMFP fluorogenic substrate, fluorescence; inhibition, % at 20 µM; hit rate 0.25% among 360,000; AID 588621;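 active = inhibition at 20 µM, scaled per plate between control wells, above about 37%, limit read from the data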;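 note: 0% = DMSO with enzyme and substrate and 100% = substrate only without enzyme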
Target sequence (P54829 whole entry, looked up): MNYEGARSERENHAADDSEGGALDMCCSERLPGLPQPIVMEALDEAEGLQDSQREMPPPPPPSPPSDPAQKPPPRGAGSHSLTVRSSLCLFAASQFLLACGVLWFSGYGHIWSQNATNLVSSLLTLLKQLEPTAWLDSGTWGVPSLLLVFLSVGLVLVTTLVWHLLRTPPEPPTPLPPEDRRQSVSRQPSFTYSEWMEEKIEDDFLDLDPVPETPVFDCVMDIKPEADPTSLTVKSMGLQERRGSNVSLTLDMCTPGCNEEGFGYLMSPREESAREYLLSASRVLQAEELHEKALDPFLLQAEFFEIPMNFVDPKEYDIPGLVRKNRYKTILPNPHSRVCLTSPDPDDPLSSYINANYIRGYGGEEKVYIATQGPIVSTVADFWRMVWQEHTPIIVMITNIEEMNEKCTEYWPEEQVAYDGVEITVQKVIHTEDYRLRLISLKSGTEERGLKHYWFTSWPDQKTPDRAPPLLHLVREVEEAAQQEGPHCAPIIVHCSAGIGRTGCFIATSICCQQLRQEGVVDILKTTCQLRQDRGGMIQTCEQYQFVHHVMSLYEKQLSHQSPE
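System: STEP phosphatase, cell-free reaction; Buffer or medium: Bis-Tris pH 6.0 buffer with DTT, detergent; Incubation: 20 min at room temperature, dark; Measured by: fluorescence, 480/540 nm.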
DNMT1 inh – blocks human DNA methyltransferase DNMT1; hit rate 0.83% among 360,000; inhibition (reported as % activation of signal), % at 10 µM; DNMT1 molecular beacon, Hinp1I cleavage, fluorescence; P26358; in the data active = inhibition above about 50%
CendR NRP1 mod – modulators of CendR peptide binding to human neuropilin-1; O14786; FAM-RPARPAR peptide binding to NRP-1, fluorescence polarization; inhibition, % at 25 µM; hit rate 0.85% among 360,000; AID 602438;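 active = inhibition or corrected inhibition above about 18%, plus a signal ratio from 0.5 to 1.5, limit read from the data, passing the limit was not always enough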; note: strong numbers were not always called active
LMPTP inh – blocks human LMPTP phosphatase; recombinant LMPTP-A, OMFP fluorogenic substrate, fluorescence intensity; inhibition, % at 20 µM; AID 651560; hit rate 0.22% among 360,000;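 active = compounds that cut the enzyme signal by at least half of the control window in the single-dose screen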;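 note: plate controls were DMSO wells with enzyme plus substrate for no effect and substrate without enzyme for full effect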
Target sequence (P24666 whole entry, looked up): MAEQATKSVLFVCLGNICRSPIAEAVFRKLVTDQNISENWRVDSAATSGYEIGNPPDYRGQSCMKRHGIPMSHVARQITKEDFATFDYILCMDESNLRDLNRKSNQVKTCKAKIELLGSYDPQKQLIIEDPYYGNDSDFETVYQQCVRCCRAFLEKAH
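Buffer or medium: Bis-Tris pH 6.0, DTT, detergent; Assay system: LMPTP-A enzyme; Quantity: 0.625 nM enzyme; Detection: endpoint fluorescence intensity; Times: 50 min dark incubation at room temperature; Controls: substrate-only low control, DMSO enzyme-plus-substrate high control; Doses: single 20 µM dose; Read-out: percent inhibition versus substrate-only and uninhibited controls; Reagent: 400 µM OMFP.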
Tb MetRS inh – Trypanosoma brucei MetRS inhibition | purified T. brucei MetRS, ATP depletion, Kinase-Glo luminescence | inhibition, % at 11.9 µM | hit rate 0.4% among 360,000 | AID 624268;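 active = inhibition above a per-plate cutoff of the control wells' mean inhibition plus 3 SD, cut at about 5.5% in these data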;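 note: 0% = DMSO wells median and 100% = median of wells with control inhibitor compound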
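Material: parasite MetRS enzyme / Replication: singlicate, one well per compound / Signal: luminescence of leftover ATP / Schedule: 2 h aminoacylation at 25 °C after 15 min preincubation / Medium: HEPES-MgCl2-KCl buffer plus DTT, spermine, BSA, pyrophosphatase / Doses: 11.9 µM single point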
MsrA inh – inhibitors of bovine MsrA. purified bovine MsrA, absorbance read-out. inhibition, % at 15.5 µM. hit rate 0.75% among 360,000. AID 651718; in the data active = inhibition above about 4.5%;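 note: 0% = vehicle wells with enzyme and 100% = reference inhibitor wells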
eLon inh – inhibitors of E. coli Lon protease; P0A9M0; purified E. coli Lon protease, fluorescence polarization; inhibition, % at 7.94 µM; hit rate 0.42% among 360,000; AID 602123; in the data active = inhibition above about 13%, passing the limit was not always enough;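 note: 0% = enzyme with probe and DMSO and 100% = no enzyme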
Numbers without * were called inactive.

O=C(Nc1nnc(C2=COCCO2)o1)c1ccc(Cl)cc1 was read as SUMO1 PPI mod -0.3, Scp-1 inhibitor -3.1, bovine MsrA act 1.4, STEP inh -2.1, DNMT1 inh 0.2, CendR NRP1 mod -4.1, LMPTP inh -1.8, Tb MetRS inh 0.7, MsrA inh 0.1 and eLon inh 7.6.
For CC(C)CC(=O)Nc1ccc2c(c1)nc(CCN1CCOCC1)n2C the results were SUMO1 PPI mod 1.2, Scp-1 inhibitor -7.1, bovine MsrA act 0.6, STEP inh 1.6, DNMT1 inh 2.3, CendR NRP1 mod -7.4, LMPTP inh -1.9, Tb MetRS inh -0.7, MsrA inh -1.1 and eLon inh -2.6.
For COc1cc(/C=N/S(=O)(=O)c2ccccc2)cc(OC)c1O the results were SUMO1 PPI mod 2.8, Scp-1 inhibitor -9.1, bovine MsrA act -3.1, STEP inh -5.0, DNMT1 inh 2.0, CendR NRP1 mod 1.9, LMPTP inh -0.8, Tb MetRS inh -0.1, MsrA inh 3.0 and eLon inh 0.7.
Screening COCCn1c(N)c(C(=O)NCC2CCCO2)c2nc3ccccc3nc21 (stereo unspecified) returned SUMO1 PPI mod -1.6, Scp-1 inhibitor -0.4, bovine MsrA act -1.9, STEP inh 0.7, DNMT1 inh -17.9, CendR NRP1 mod -11.1, LMPTP inh 1.5, Tb MetRS inh 1.6, MsrA inh 4.1 and eLon inh 2.8.
For CCCOc1ccc(-c2cc(C(=O)NCC3CCCO3)c3ccccc3n2)cc1 (stereo unspecified) the results were SUMO1 PPI mod -16.0, Scp-1 inhibitor 8.4, bovine MsrA act -4.7, STEP inh 1.6, DNMT1 inh -7.2, CendR NRP1 mod 3.1, LMPTP inh 0.5, Tb MetRS inh -0.9, MsrA inh 1.8 and eLon inh 0.2.
`N#CC(C#N)=c1ccc2c(c1)N1C3=C(CCCC3)CC3CCCCC31N=2` (stereo unspecified) gave SUMO1 PPI mod -10.3, Scp-1 inhibitor -21.9, bovine MsrA act -2.7, STEP inh 10.8, DNMT1 inh -14.9, CendR NRP1 mod -32.0, LMPTP inh 7.3, Tb MetRS inh -0.9, MsrA inh 0.1 and eLon inh -0.6.
Screening CCOC(=O)c1cccc(N2C(=O)C3C4C=CC(CC4)C3C2=O)c1 (stereo unspecified) returned SUMO1 PPI mod 4.5, Scp-1 inhibitor -6.0, bovine MsrA act -5.8, STEP inh -0.3, DNMT1 inh 1.6, CendR NRP1 mod 7.8, LMPTP inh -1.7, Tb MetRS inh -0.5, MsrA inh 0.5 and eLon inh -0.7.
Screening O=C(NCC1CCN(Cc2ccc(Cl)cc2)CC1)C1CCCN(c2ncnc3c2nc2n3CCCCC2)C1 (stereo unspecified) returned SUMO1 PPI mod 1.9, Scp-1 inhibitor 2.3, bovine MsrA act -5.0, STEP inh -1.1, DNMT1 inh -4.5, CendR NRP1 mod 5.6, LMPTP inh 0.3, Tb MetRS inh -0.9, MsrA inh 1.2 and eLon inh 0.4.
`COCCCNC(=O)/C(C#N)=C/c1c(N2CCN(c3ccccc3)CC2)nc2c(C)cccn2c1=O` gave SUMO1 PPI mod -20.8, Scp-1 inhibitor -1.1, bovine MsrA act -1.7, STEP inh -0.9, DNMT1 inh -5.2, CendR NRP1 mod -2.7, LMPTP inh 1.8, Tb MetRS inh -0.4, MsrA inh 0.4 and eLon inh 22.2.
`COc1ccc(-c2nc(CSCC(=O)NCCCN3CCCC3=O)c(C)o2)cc1OC` gave SUMO1 PPI mod 5.1, Scp-1 inhibitor -4.0, bovine MsrA act -1.2, STEP inh -2.0, DNMT1 inh 3.6, CendR NRP1 mod 7.5, LMPTP inh 0.5, Tb MetRS inh -0.2, MsrA inh -0.3 and eLon inh -0.4.
Screening CN1CCN(c2ccc(S(=O)(=O)N3CCCCC3)cc2NC(=O)/C=C/c2ccc(OC(F)F)cc2)CC1 returned SUMO1 PPI mod -32.4, Scp-1 inhibitor 7.2, bovine MsrA act -7.2, STEP inh 3.9, DNMT1 inh -3.8, CendR NRP1 mod 1.3, LMPTP inh 1.2, Tb MetRS inh -0.8, MsrA inh -0.1 and eLon inh 3.5.
For COc1ccc(CNC(=O)OCCN2CCN(S(=O)(=O)c3ccc(C)cc3)CCC2=O)cc1 the results were SUMO1 PPI mod -2.9, Scp-1 inhibitor 4.0, bovine MsrA act -7.2, STEP inh -1.3, DNMT1 inh 2.2, CendR NRP1 mod 6.6, LMPTP inh -2.2, Tb MetRS inh -0.7, MsrA inh 0.1 and eLon inh 3.9.
`c1ccc(-c2n[nH]c(-c3ccccn3)n2)cc1` gave SUMO1 PPI mod -2.9, Scp-1 inhibitor -4.1, bovine MsrA act -11.5, STEP inh -4.2, DNMT1 inh 3.2, CendR NRP1 mod 9.7, LMPTP inh -0.6, Tb MetRS inh -2.3, MsrA inh -0.1 and eLon inh -0.3.
For COC/C=C/C1=CC2=CC(=O)C(C)(OC(=O)c3cnc4ccccc4n3)C(=O)C2=CN1CC(C)C (stereo unspecified) the results were SUMO1 PPI mod -14.8, Scp-1 inhibitor 4.9, bovine MsrA act -3.7, STEP inh -0.5, DNMT1 inh -9.2, CendR NRP1 mod 22.7, LMPTP inh 1.6, Tb MetRS inh -0.4 and eLon inh -1.6.
For CCc1ccccc1Nc1nc2ccccc2n1C(C)C the results were SUMO1 PPI mod -1.6, Scp-1 inhibitor 5.4, bovine MsrA act -2.7, STEP inh -1.8, DNMT1 inh -3.5, CendR NRP1 mod 11.8, LMPTP inh 2.9, Tb MetRS inh 0.8, MsrA inh 0.6 and eLon inh -9.7.
`COc1ccc(/C=N/S(=O)(=O)CCc2ccccc2)c(OC)c1` gave SUMO1 PPI mod -2.9, Scp-1 inhibitor -9.8, bovine MsrA act -2.7, STEP inh -3.3, DNMT1 inh 1.5, CendR NRP1 mod 0.0, LMPTP inh -2.4, Tb MetRS inh 0.6, MsrA inh 1.3 and eLon inh -6.6.
Cc1cc(C)c(NC(=O)CN2C(=O)NC(CCc3ccccc3)C2=O)c(C)c1 (stereo unspecified) was read as SUMO1 PPI mod -1.4, Scp-1 inhibitor -8.6, bovine MsrA act -2.5, STEP inh 0.9, DNMT1 inh 1.1, CendR NRP1 mod -5.5, LMPTP inh 0.5, Tb MetRS inh 0.0, MsrA inh 1.3 and eLon inh -6.1.
For O=C(NCc1ccc(Cl)cc1)c1ccc(CS(=O)Cc2cccc(Cl)c2)o1 (stereo unspecified) the results were SUMO1 PPI mod 3.2, Scp-1 inhibitor -5.7, bovine MsrA act -1.6, STEP inh -0.4, DNMT1 inh -3.0, CendR NRP1 mod 14.5, LMPTP inh -0.6, Tb MetRS inh -0.1, MsrA inh 0.9 and eLon inh -0.4.
For COCC1CCN(C(=O)C2CCN(c3nc(-c4ccccc4)nc4c3CCC4)CC2)C1 (stereo unspecified) the results were SUMO1 PPI mod -6.6, Scp-1 inhibitor -1.8, bovine MsrA act -4.3, STEP inh 1.2, DNMT1 inh -0.1, CendR NRP1 mod 5.8, LMPTP inh 4.9, Tb MetRS inh -0.5, MsrA inh 1.0 and eLon inh -5.0.
`Cc1nc(C)c(C(=O)NNS(=O)(=O)c2ccc([N+](=O)[O-])cc2)s1` gave SUMO1 PPI mod -20.6, Scp-1 inhibitor 1.2, bovine MsrA act -3.5, STEP inh 0.7, DNMT1 inh -0.7, CendR NRP1 mod 1.3, LMPTP inh -0.7, Tb MetRS inh -0.2, MsrA inh 1.7 and eLon inh -11.8.
For CC(C)(C)c1ccc(C(=O)Nc2ccc(NC(=O)c3ccco3)cc2)cc1 the results were SUMO1 PPI mod 3.3, Scp-1 inhibitor -1.0, bovine MsrA act -3.5, STEP inh -1.9, DNMT1 inh -2.1, CendR NRP1 mod -4.1, LMPTP inh 2.8, Tb MetRS inh 0.0, MsrA inh 0.0 and eLon inh -13.4.
`O=C(O)C1=C[C@H](c2ccc(F)cc2)C[C@H](OCCCCO)O1` gave SUMO1 PPI mod -6.5, Scp-1 inhibitor 4.0, bovine MsrA act -2.2, STEP inh 3.4, DNMT1 inh 6.1, CendR NRP1 mod 6.3, LMPTP inh 0.7, Tb MetRS inh -0.3, MsrA inh 2.4 and eLon inh 6.6.
O=C(N/N=C/C(Br)=C/c1ccccc1)c1cccs1 was read as SUMO1 PPI mod -13.5, Scp-1 inhibitor -6.7, bovine MsrA act -2.9, STEP inh -1.5, DNMT1 inh -5.8, CendR NRP1 mod 10.2, LMPTP inh 2.2, Tb MetRS inh 0.5, MsrA inh 1.8 and eLon inh -0.9.
O=S(=O)(c1ccc(F)c(F)c1F)N1CCN(c2ncnc3sccc23)CC1 was read as SUMO1 PPI mod -2.4, Scp-1 inhibitor 7.1, bovine MsrA act -1.9, STEP inh 1.2, DNMT1 inh -1.2, CendR NRP1 mod -10.4, LMPTP inh 0.1, Tb MetRS inh -0.2, MsrA inh -0.7 and eLon inh -0.8.
CCOC(=O)C1=C(CN2CCCCCC2)NC(=O)NC1c1ccc2c(c1)OCO2 (stereo unspecified) was read as SUMO1 PPI mod 0.8, Scp-1 inhibitor -4.9, bovine MsrA act 0.1, STEP inh -0.6, DNMT1 inh 2.3, CendR NRP1 mod 0.6, LMPTP inh -0.5, Tb MetRS inh -0.3, MsrA inh 0.3 and eLon inh 9.7.
For CC(=O)Oc1ccc2ccc(=O)oc2c1 the results were SUMO1 PPI mod -1.0, Scp-1 inhibitor 23.0, bovine MsrA act -1.3, STEP inh 1.3, DNMT1 inh 1.7, CendR NRP1 mod -7.0, LMPTP inh -0.1, Tb MetRS inh -1.4, MsrA inh 0.5 and eLon inh 4.8.
`CN(C)S(=O)(=O)N1CCN(c2ccc([N+](=O)[O-])c(N3CCCCC3)c2)CC1` gave SUMO1 PPI mod -22.0, Scp-1 inhibitor -2.5, bovine MsrA act -2.5, STEP inh 0.7, DNMT1 inh 0.8, CendR NRP1 mod 6.3, LMPTP inh 1.5, Tb MetRS inh 0.2, MsrA inh -0.2 and eLon inh -3.1.
`Cc1cc(-c2nn(-c3ccccc3F)cc2CNCCc2cnccn2)c(C)s1` gave SUMO1 PPI mod -0.9, Scp-1 inhibitor -4.6, bovine MsrA act -0.8, STEP inh 4.1, DNMT1 inh -1.1, CendR NRP1 mod -5.9, LMPTP inh 0.3, Tb MetRS inh 0.0, MsrA inh 0.0 and eLon inh -3.3.
OCCC1CN(Cc2cn[nH]c2C2CCCCC2)CCN1C1CCCCC1 (stereo unspecified) was read as SUMO1 PPI mod 2.1, Scp-1 inhibitor -3.2, bovine MsrA act -3.8, STEP inh 0.4, DNMT1 inh 1.2, CendR NRP1 mod 2.5, LMPTP inh -0.1, Tb MetRS inh -0.2, MsrA inh -0.3 and eLon inh -9.3.

Bioassay records from PubChem BioAssay.
